FUS suppressor: FUS proteinopathy suppression in yeast | Potency, µM (top dose mostly 76.6 µM), for the others: at the highest dose growth rescue (activation), usual class: activators | AID 1347120 | S. cerevisiae FUS-expressing, growth rescue, OD600, 24 h | actives 0.24% (n = 390,000);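 note: potency is the fitted concentration of half-maximal effect; plate controls were DMSO vehicle for no effect and reference control for full effect; nearly all actives have a fitted effect of over 55% in size; some results filed as inactive show a strong effect at the top dose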
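Steps: raffinose overnight preculture; dilution to OD 0.005 in 2% galactose minimal medium; compound addition (concentration series); 24hr at 30C, 99% humidity; absorbance read at 600 nm.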
aSyn yeast inh: inhibitors of alpha-synuclein toxicity in yeast; Yeast expressing alpha-synuclein, growth rescue, BacTiter-Glo, 24 h; Potency, µM (top dose mostly 46.1 µM), without a hit: at the highest dose growth rescue (activation), actives largely listed as activators; actives 0.14% (n = 370,000); note: potency is the fitted concentration of half-maximal effect; % of control where 0% means no effect; nearly all actives have a fitted effect of over 65% in size
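Screening used galactose-induced yeast with toxic alpha-synuclein levels, exposed to compound for 24 hr at 30 deg C. Cell growth, read with BacTiter-Glo luminescence, gave the measured signal.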
TDP43 rescue: TDP-43 toxicity inhibition in yeast. actives 1.8% (n = 410,000). TDP-43 expressing yeast growth rescue, BacTiter-Glo, 24 h. AID 652104. Potency, µM (doses to about 46.1 µM), for inactives: top-dose growth rescue (activation), most hits filed as activators; note: potency is the fitted concentration of half-maximal effect; % of control where 0% means no effect; nearly all actives have a fitted effect of over 50% in size
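Yeast expressing TDP-43 (pregrown in raffinose, seeded at OD600=0.02 in galactose medium) exposed to compounds 24 hr at 30 deg C. Growth read by BacTiter-Glo luminescence; rescue of toxicity appears as increased signal.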
EPAC2 ag: activates human EPAC2 exchange factor. Q8WZA2. EPAC2 activation, biochemical qHTS; response scale: 100% = 6.5 mM cAMP response. Potency, µM (titrated, usually from 154 µM), without a hit: at the highest dose activation, actives largely listed as activators. actives 0.079% (n = 360,000); note: potency is the fitted concentration of half-maximal effect; nearly all actives have a fitted effect of over 50% in size
Target sequence (Q8WZA2 whole entry, looked up): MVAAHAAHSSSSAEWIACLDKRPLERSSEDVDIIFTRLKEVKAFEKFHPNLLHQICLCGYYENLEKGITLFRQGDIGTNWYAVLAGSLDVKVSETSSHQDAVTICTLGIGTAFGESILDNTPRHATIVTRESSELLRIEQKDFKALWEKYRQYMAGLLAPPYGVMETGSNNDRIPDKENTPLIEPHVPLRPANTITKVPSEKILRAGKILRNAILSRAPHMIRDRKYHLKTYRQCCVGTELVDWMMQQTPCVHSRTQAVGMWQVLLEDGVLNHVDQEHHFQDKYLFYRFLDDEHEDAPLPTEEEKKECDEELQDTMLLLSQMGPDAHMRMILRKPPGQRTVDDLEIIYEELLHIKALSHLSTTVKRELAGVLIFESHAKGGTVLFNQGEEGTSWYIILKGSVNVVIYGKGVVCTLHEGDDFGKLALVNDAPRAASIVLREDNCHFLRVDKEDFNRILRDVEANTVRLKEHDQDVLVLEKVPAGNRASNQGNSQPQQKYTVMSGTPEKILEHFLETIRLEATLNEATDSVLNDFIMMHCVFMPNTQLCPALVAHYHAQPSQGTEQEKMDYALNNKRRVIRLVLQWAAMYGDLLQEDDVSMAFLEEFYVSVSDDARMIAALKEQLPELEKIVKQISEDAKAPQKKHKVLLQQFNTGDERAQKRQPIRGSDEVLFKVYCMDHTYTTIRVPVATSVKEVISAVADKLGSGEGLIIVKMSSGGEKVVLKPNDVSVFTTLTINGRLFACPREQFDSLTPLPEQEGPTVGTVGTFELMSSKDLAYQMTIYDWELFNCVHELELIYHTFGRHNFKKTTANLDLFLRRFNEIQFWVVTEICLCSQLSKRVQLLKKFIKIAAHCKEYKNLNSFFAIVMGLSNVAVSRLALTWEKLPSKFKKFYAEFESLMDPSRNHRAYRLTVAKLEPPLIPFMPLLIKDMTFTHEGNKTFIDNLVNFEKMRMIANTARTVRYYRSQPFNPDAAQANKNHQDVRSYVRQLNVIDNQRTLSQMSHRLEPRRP
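Fluorescence exchange assay: 100 nM EPAC2 with 250 nM RAP1B-BODIPY-GDP and 50 uM GDP; compounds tested as a concentration-titration series (qHTS). Loss of Rap1-bound BODIPY-GDP fluorescence read at 480/540 nm; data normalized to 6.5 mM cAMP.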
D3 antag: antagonists of human D3 dopamine receptor | P35462 | D3R cells, DiscoveRx beta-arrestin luminescence, antagonist mode; stronger effect = lower value | max response, negative = inhibition, % | actives 2.5% (n = 360,000) | AID 652054; in the data active = max response below about -50%; inconclusive = no clear call, values can overlap the other calls; note: % is set by controls: 0 for no effect and ±100 for the full control effect; mostly tested at two doses, the higher about 12 µM
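Cells plated overnight at 1500 cells/well, then exposed to library compounds with dopamine controls for 90 minutes at 37 degrees C. DiscoveRx reagent added for 30–60 minutes at room temperature; luminescence read, quantitative HTS format.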
Abeta rescue: A-beta toxicity reversal in yeast. yeast expressing A-beta42, growth rescue, OD600, 48 h; response scale: 0% DMSO, 100% iron-clioquinol control. Potency, µM (top dose mostly 46.1 µM), for inactives: top-dose growth rescue, hits mostly activators. actives 0.063% (n = 410,000). AID 1347071; note: potency is the fitted concentration of half-maximal effect; nearly all actives have a fitted effect of over 55% in size
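Growth rescue measured by 600 nm absorbance after 48 h yeast culture at 30 C with compound. Values normalized between DMSO and an equimolar ferric chloride plus clioquinol control.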
EPAC2 antagonist: blocks human EPAC2 exchange factor. Q8WZA2. EPAC2 GEF exchange of Rap1B-BODIPY-GDP, fluorescence. Potency, µM (doses to about 114 µM), for the others: top-dose activity, negative = inhibition, usual class: inhibitors. actives 0.18% (n = 360,000). AID 720708; note: potency is the fitted concentration of half-maximal effect; % is set by controls: 0 for no effect and ±100 for the full control effect; nearly all actives have a fitted effect of over 45% in size; many of its hits are not listed in these tables
D3 ag: D3 dopamine receptor (human) agonism; actives 0.58% (n = 410,000); D3R DiscoveRx beta-arrestin cells, luminescence, 90 min; P35462; AID 652048; max activation, %; in the data active = max activation above about 30%; note: 0% is about no effect; mostly tested at two doses, the higher about 12 µM
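Cells at 1500/well, incubated overnight, then treated with pinned compounds (dopamine as control) for 90 min at 37 degrees C. DiscoveRx reagent added for 30 - 60 minutes at room temperature; luminescence read.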
Starred values were filed as active, the others as inactive; ? = inconclusive; . = no result given; & = joins results of further samples; ! = not active in a repeat; [ ] = remark or other dose. Unless noted, calls come from the whole dose curve; as a rule, active = well fitted curve in the direction sought with a large enough effect; inconclusive = small, poorly fitted or top-dose-only effect, or another doubt; inactive = no such curve, though single readings can be large; an effect the other way counts as inactive or inconclusive. The list is partial; count on the stated rates, not on these rows.

The line under a structure holds: FUS suppressor | aSyn yeast inh | TDP43 rescue | EPAC2 ag | D3 antag | Abeta rescue | EPAC2 antagonist | D3 ag
O=C(O)/C=C/c1cnc2ccccc2c1
  -1% | -2% | -3% | 10% | 5 | 9% | -3% | 2
CC(C)c1ccc(/C=C/C(=O)NCCC2=CCCCC2)cc1
  . | -1% | 17% | -15% | -8 | 0% | -5% | 2
O=C(CSc1nc2c(cnn2-c2ccc(F)cc2)c(=O)[nH]1)N1CCCCC1
  -16% | -1% | 15% | -1% | 41 | -14% | -15% | 2
Cc1ccc(OCCN2CCC2(C)C(=O)Nc2ccc3c(c2)OCCO3)cc1 (stereo not given)
  -19% | 6% | 9% | 11% | 10 | -10% | -19% | 7
CCOC(=O)c1c(C)[nH]c(C)c1C(=O)COc1ncnc2ccccc12
  31% | 4% | -4% | 12% | -1 | -22% | -9% | 5
Cc1ccsc1CCN1C(=O)N(c2ccccc2)C(=O)C1CC(=O)Nc1ccc(F)cc1 (stereo not given)
  53% | . | -8% | . | . | 1% | . | -5
COc1ccc(-c2nnc(SCc3nc4ccccc4c(=O)[nH]3)o2)cc1
  -7% | 0% | 28% | 10% | 31 | 0% | -8% | 14
O=C(C[C@@H]1C[C@H]2c3cc(NC(=O)C4CCC4)ccc3O[C@H]2[C@@H](CO)O1)NCc1ccc(-c2ccccc2)cc1
  24% | 0% | 16% | -10% | ? | 1% | 11% | -7
Cc1onc(-c2c(Cl)cccc2Cl)c1/C(N)=N/OC(=O)C1CC1
  10% | 9% | 5% | 7% | -3 | -7% | 6% | -9
O=C(O)Cc1cccc2ccccc12
  -16% | 17% | 0% | 11% | 33 | 30% | -7% | 10&4&11
CN(C)S(=O)(=O)N(CC(=O)N1CCN(c2ccccc2F)CC1)c1ccccc1
  13% | 7% | 13% | -11% | 17 | 8% | 5% | 6
COC(=O)c1sccc1N/N=C(\C)c1ccc(F)c(Cl)c1
  -1% | -14% | 10% | 0% | 12 | 12% | -2% | 8
CN(C(=O)c1ccc(NC(=O)Cc2ccc(NC(=O)C3CCCN(C(=O)C4CC4)C3)cc2)cc1)C1CCCC1 (stereo not given)
  20% | -1% | 25% | 8% | 5 | -2% | 4% | 3
CC1CC(=O)NN=C1c1ccc(N(C)C)c([N+](=O)[O-])c1 (stereo not given)
  16% | -3% | -22% | 2% | -24 | -15% | 7% | 6
Cc1ccc(N2CCN(C(=O)c3c(C)oc4ncnc(N5CCOCC5)c34)CC2)c(C)c1
  28% | . | ? | . | . | 8% | . | -5
CC(=O)NC(CC(=O)Nc1cccc(S(=O)(=O)N2CCCC2)c1)c1ccccc1 (stereo not given)
  10% | -8% | -9% | 0% | 1 | 4% | 6% | -2
COC(=O)c1c(-c2cccc(OC)c2)csc1N
  -5% | 1% | ? | 10% | 5 | -23% | -8% | 0
CC(C)c1ccc(C2OCCCO2)cc1
  . | 2% | 7% | 5% | -23 | 6% | -7% | 0
CCOc1ccc(S(=O)(=O)NCCC(=O)NCC2(N3CCCCC3)CCCCC2)cc1
  . | 3% | -22% | 6% | 5 | -7% | 13% | -11
O=C(NCCS(=O)(=O)NCc1cccs1)c1ccccc1
  9% | -6% | 3% | -2% | -18 | 1% | 7% | -14
O=C(CSc1nnc(NC(=O)Cc2ccccc2)s1)NCc1ccco1
  35% | -5% | . | 2% | -1 | 3% | -5% | 5
Cc1ccc(S(=O)(=O)Nc2nc(C)cc(NCCN)n2)cc1
  0% | -1% | -10% | 10% | -10 | 21% | 0% | 2
CCOc1ccc2nc(N3C(=O)/C(=C/c4ccccc4)NC3=S)sc2c1
  . | -1% | -44%[inhibitor] | -3% | -2 | 0% | 22% | -9
CCCCCCC1CCC(C(=O)NC(C(=O)O)C(C)C)CC1 (stereo not given)
  20% | . | 20µM* | . | . | 4% | . | 4
Cc1c(NC(=O)c2cccs2)cccc1[N+](=O)[O-]
  10% | -2% | 4% | 20% | -6 | -18% | -9% | -9
COc1ccc(NC(=O)CCNS(=O)(=O)c2ccc3c(c2)c(=O)n(C)c(=O)n3C)cc1
  29% | -2% | -25% | 5% | -25 | -3% | 8% | -23
COc1ccc(C(=O)Nc2cc(C)nn2-c2nc3ccccc3[nH]2)c(OC)c1
  21% | -1% | 8% | 6% | 26 | -16% | -5% | 21
COc1ccc(/C=N\NC(=O)c2ccc(=O)[nH]n2)cc1O
  19% | -2% | -11% | 9% | -26 | 4% | -10% | 10
CCOC(=O)[C@@H]1CCN(Cc2ccccc2)C[C@H]1c1ccccc1
  -15% | -1% | 7% | 4% | -23 | 3% | 4% | -37
Cc1c(C(=O)N(Cc2nccn2C)C(C)C)oc2c(F)cccc12
  0% | -3% | 8% | -4% | 7 | 2% | -3% | 3

The line under a structure holds: FUS suppressor | aSyn yeast inh | TDP43 rescue | EPAC2 ag | D3 antag | Abeta rescue | EPAC2 antagonist | D3 ag
CCOc1c(Cl)cc(/C=N/O)cc1OC
  -20% | 3% | -6% | 9% | 22 | -3%[9.22 µM] | 11% | 1
Nn1c(Cc2ccc(Br)cc2)n[nH]c1=S
  19% | -6% | -19%[0.397 µM] | -2% | -4 | -5% | 0% | -11
COc1cc(-c2cc(OC)c3c(C)oc(C)c3c(=O)c2)ccc1OC(=O)c1ccccc1F
  43% | . | ? | . | . | -32%[inhibitor] | . | -12
CCOc1ccc(CNS(=O)(=O)c2ccc(-c3coc(C)n3)cc2)cc1
  11% | . | 25% | . | . | -9% | . | -1
CCCCN(C(=O)Cc1coc2cc(C)c(C)cc12)c1c(N)n(Cc2ccccc2)c(=O)[nH]c1=O
  37% | -3% | 12% | -13% | -6 | 12% | 32%[activator] | -1
CCOc1ccc(S(=O)(=O)N2CCC(C(=O)Nc3cccc(NC(C)=O)c3)CC2)cc1
  -13% | 0% | -12% | 8% | -16 | -22% | -12% | -4
S=c1[nH]nc(-c2ccccc2)c2ccccc12
  21% | -2% | 16% | 10% | -16 | 31% | 4% | 13
COc1ccccc1OCC(O)CN1CCOCC1 (stereo not given)
  -10% | 5% | 15% | 7% | -8 | 17% | 3% | 4
COc1cccc(N=Nc2c(C)[nH]n(-c3ccccc3)c2=O)c1
  -20% | -2% | -3% | 3% | -19 | -19% | 5% | -12
Cn1c(N)c(C(=O)COC(=O)CC(NC(N)=O)c2ccc(Cl)cc2)c(=O)n(C)c1=O (stereo not given)
  13% | -2% | -16% | 2% | 21 | -2% | 5% | -3
COC(=O)c1ccccc1S(=O)(=O)N1CCC(C(=O)OC(C)C(=O)N(C)Cc2ccccc2)CC1 (stereo not given)
  15% | -1% | 20% | -4% | 2 | 25% | -6% | 2
CCOc1ccc(NC(=O)C2CCCN(S(=O)(=O)c3c(C)nn(C)c3C)C2)cc1 (stereo not given)
  -2% | -1% | 1% | -8% | 0 | 6% | -7% | 7
Clc1ccc(-c2nnc3n2CCCC3)cc1
  6% | -4% | 2% | -3% | 16 | 8% | 7% | -6
C=CCSc1nnc(NC(=O)c2nc(SCC)ncc2Cl)s1
  20% | -13% | -17% | 4% | 4 | -3% | 5% | 15
CCCCn1c(N)c(N(CCOC)C(=O)C2CC(=O)N(Cc3ccco3)C2)c(=O)[nH]c1=O (stereo not given)
  -15% | 1% | 19% | -5% | 5 | 6% | 11% | -5
Cc1cccc(N2CC3=C(C2=O)C(c2ccccc2)NC(=O)N3C)c1 (stereo not given)
  22% | -1% | -2% | 10% | -3 | 2% | 1% | -1
COc1ccc(-c2nc(NC(=O)Cn3c(=O)oc4ccccc43)sc2C)cc1
  -8% | -2% | -4% | 15% | -18 | -12% | 6% | 11
CCN1CCN(c2ncc3c(n2)CCN(Cc2ccc(Br)s2)C3)CC1
  -3% | . | 11% | . | . | 16% | . | -19
Cc1nn(-c2ccccc2)c(Cl)c1C(=O)NCc1ccccc1F
  -28% | 5% | 4% | 8% | 1 | -9% | 3% | -1
CC1(c2ccc(Cl)cc2)NC(=O)N(CN2CCOCC2)C1=O (stereo not given)
  -7% | -2% | -16% | 4% | -3 | -9% | 4% | -6
Cn1c(=O)c2c(nc(N3CCCCCC3)n2CCSc2nc3ccccc3o2)n(C)c1=O
  -23% | 1% | 16% | -2% | 1 | 7% | 2% | 1
O=C(NCc1ccccc1)C(=O)NCC1OCCN1S(=O)(=O)c1ccc(Br)cc1 (stereo not given)
  28% | -4% | -8% | 15% | -13 | 1% | -4% | -3
CCOC(=O)NNC(=O)CCn1c2c(c3ccccc31)CCCC2
  13% | 8% | 8% | 5% | 2 | 4% | 18% | 2
COc1ccccc1-c1cc(C(F)(F)F)nc(S(C)(=O)=O)n1
  22% | -22% | 35µM* | 8% | ? | -5% | -9% | -4
c1ccc(N=P(N2CCOCC2)(N2CCOCC2)N2CCOCC2)cc1
  -4% | -3% | -24% | 2% | 14 | -2% | 12% | -3
CCOc1ccc(OCCC(=O)OCC(=O)N2CCN(S(=O)(=O)c3ccc(Cl)cc3)CC2)cc1
  -19% | 10% | 13µM* | 2% | -20 | -6% | 0% | -10
O=C(O)/C=C/c1ccc(Cn2ccnc2)cc1
  -41%&-44% | -8%&4% | 18%&0% | 6%&-12% | -8&21 | -20%&-4% | 5%&21% | -13&7&5
COc1ccc(OC)c(C(=O)NC(CC(N)=O)c2ccc(NCc3ccccn3)c([N+](=O)[O-])c2)c1 (stereo not given)
  2% | 0% | 20% | -4% | -2 | 5% | 4% | 0
CCNC(=O)C1CCN(Cc2cc3ccccc3n2Cc2ccc(C)cc2)CC1
  -16% | . | 6% | . | . | -12% | . | -21
Cc1cc(Cl)ccc1-c1nc(NCCN(C)C)nc2ccsc12
  6% | 0% | 13% | -2% | -28 | 0% | -5% | -19
Cc1ccc(CN2C(=O)C(CC(C)C)Nc3ncnc(N4CCN(c5ccccc5)CC4)c32)cc1 (stereo not given)
  ? | -4%&0% | -9%&-14% | -1%&-2% | -55*! | 0%&16% | 1%&-13% | -13&-8

Entries above containing a nitro group on carbon:
The line under a structure holds: FUS suppressor | aSyn yeast inh | TDP43 rescue | EPAC2 ag | D3 antag | Abeta rescue | EPAC2 antagonist | D3 ag
CC1CC(=O)NN=C1c1ccc(N(C)C)c([N+](=O)[O-])c1 (stereo not given)
  16% | -3% | -22% | 2% | -24 | -15% | 7% | 6
Cc1c(NC(=O)c2cccs2)cccc1[N+](=O)[O-]
  10% | -2% | 4% | 20% | -6 | -18% | -9% | -9
COc1ccc(OC)c(C(=O)NC(CC(N)=O)c2ccc(NCc3ccccn3)c([N+](=O)[O-])c2)c1 (stereo not given)
  2% | 0% | 20% | -4% | -2 | 5% | 4% | 0
